CHO-K1 Ca PAM = M1 PAM counterscreen hit in parental CHO-K1 cells; ATP EC20, Fluo-8 calcium fluorescence; 0% at ATP EC20, 100% at ATP max; activation, % at 3 µM; actives 0.02% (n = 360,000); AID 602247;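 active = activation above the run cutoff, the mean activation of all test compounds plus 3 SD, cut at about 40% in these data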;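 also: peak over basal fluorescence ratio in a 140 s read after ATP addition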
TAAR1 antagonist = human TAAR1 antagonism; CHO RD-HGA16 TAAR1, Fluo-8 calcium fluorescence, antagonist; inhibition, % at 3 µM; actives 1.5% (n = 360,000);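 active = inhibition above a per-plate cutoff, the mean inhibition of test compounds on that plate plus 3 SD, cut at about 49% in these data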;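 also: 0% = DMSO plus EC80 beta-PEA response and 100% = DMSO alone without agonist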
Target sequence (Q96RJ0 whole entry, looked up): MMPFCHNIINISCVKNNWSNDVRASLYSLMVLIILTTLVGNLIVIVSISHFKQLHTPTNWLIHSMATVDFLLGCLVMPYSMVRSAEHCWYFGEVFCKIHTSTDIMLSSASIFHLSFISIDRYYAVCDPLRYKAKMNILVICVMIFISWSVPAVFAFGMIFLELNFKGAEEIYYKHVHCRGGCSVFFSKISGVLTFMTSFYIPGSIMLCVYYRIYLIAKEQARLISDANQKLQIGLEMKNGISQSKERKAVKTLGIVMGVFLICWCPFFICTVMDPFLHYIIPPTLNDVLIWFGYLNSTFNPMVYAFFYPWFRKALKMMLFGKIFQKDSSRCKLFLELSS
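Test system: RD-HGA16 CHO cells with stable hTAAR1 and Gα16 / Probe or stimulus: EC80 β-phenethylamine stimulus / Times: seeding 17-24 h prior, 75-min 37 °C, 30-min RT dye loading / Detection: Fluo-8 calcium-sensitive fluorescence / Read-out basis: % inhibition scaled between DMSO and EC80 PEA controls / Repeats: singlicate, one well per test compound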
V1R ag counter = activates human V1a receptor in oxytocin agonist counter-screen. CHO-V1R cells, Fluo-8 calcium fluorescence, agonist mode; 0% DMSO, 100% 3 nM vasopressin. activation, % at 3 µM. actives 0.25% (n = 320,000). AID 2797;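 active = activation above the mean activation of all tested compounds plus 3 SD, per screening run, cut at about 20% in these data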;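 also: signal is peak over basal fluorescence ratio across a 100 second FLIPR read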
Target sequence (P37288 whole entry, looked up): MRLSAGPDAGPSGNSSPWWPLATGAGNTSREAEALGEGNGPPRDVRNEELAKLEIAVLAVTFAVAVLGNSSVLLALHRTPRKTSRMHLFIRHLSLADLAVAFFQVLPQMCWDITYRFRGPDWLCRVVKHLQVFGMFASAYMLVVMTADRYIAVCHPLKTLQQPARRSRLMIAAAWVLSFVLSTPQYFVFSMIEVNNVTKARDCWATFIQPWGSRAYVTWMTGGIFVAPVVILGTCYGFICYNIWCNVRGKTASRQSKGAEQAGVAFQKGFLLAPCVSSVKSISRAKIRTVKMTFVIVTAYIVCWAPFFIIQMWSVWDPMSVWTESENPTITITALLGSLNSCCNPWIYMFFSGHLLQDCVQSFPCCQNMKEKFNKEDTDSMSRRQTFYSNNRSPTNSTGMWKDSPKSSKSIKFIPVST
CHO parental Ca = signal in parental CHO cells, OX1R antagonist counter-screen; parental CHO-K1, ATP-induced calcium, Fluo-8 fluorescence; inhibition, % at 5.6 µM; actives 0.63% (n = 330,000);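 active = inhibition above that plate's mean sample inhibition plus 3 SD, cut at about 26% in these data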;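 also: 0% = ATP-challenged DMSO wells and 100% = DMSO wells without ATP; some compounds past the cut are filed as inactive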
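Material: Parental CHO cells | Reagent: ATP | Compound dosing: Single nominal dose of 5.6 µM per compound | Detection: Intracellular calcium via Fluo-8 no-wash fluorescent dye | Read-out: % inhibition of ATP-induced calcium mobilization | Benchmarks: Low control ATP plus DMSO, high control DMSO only | Replicates: Singlicate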
CHO-K1 Ca antag = M1 antagonist counterscreen hit in parental CHO-K1 cells. ATP-induced calcium, Fluo-8 fluorescence. actives 0.6% (n = 360,000). inhibition, % at 3 µM;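 active = inhibition above a per-plate cutoff, the plate's mean sample inhibition plus 3 SD, cut at about 24% in these data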;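 also: 0% = DMSO plus EC80 ATP and 100% = DMSO alone without ATP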
OXTR agonist = human OXTR agonism. CHO-OTR cells, Fluo-8 calcium fluorescence; normalized: DMSO 0%, oxytocin 100%. activation, % at 3 µM. actives 0.32% (n = 320,000). AID 2435;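 active = activation above the mean of all tested compounds plus 3 SD, cutoff set per screening run, cut at about 20% in these data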;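 also: peak over basal fluorescence ratio from a 100 s FLIPR kinetic read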
CHO-K1 Ca ag = M1 agonist counterscreen hit in parental CHO-K1 cells; Fluo-8 calcium fluorescence; scaled to maximal ATP response, vehicle zero; actives 0.48% (n = 360,000); activation, % at 3 µM; in the data active = activation above about 15%;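 also: untransfected CHO-K1 host cells lacking M1 receptor as counterscreen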
OXTR potentiate = potentiates the human oxytocin receptor response; actives 0.061% (n = 320,000); P30559; activation, % at 3 µM; CHO-OTR cells, Fluo-8 calcium fluorescence, potentiator mode; 0% = oxytocin EC15, 100% = EC100; AID 2445;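 active = activation above that plate's cutoff, the mean activation of tested compounds plus 3 SD, cut at about 6.6% in these data, passing the limit was not always enough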;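 also: 100% uses oxytocin at 75 nM as the full agonist control; some results filed as inactive read as strong as hits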
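Assay system: CHO-OTR cells, human receptor / Also added: oxytocin at about EC15, sub-maximal agonist stimulus / Dosing: single dose, 3.0 µM nominal final compound concentration / Incubation: 6 min pre-incubation, 100 s read / Technique: Fluo-8 calcium dye fluorescence / Read-out: % activation vs EC15 and EC100 oxytocin / Benchmarks: EC15 oxytocin low, 75 nM oxytocin high / Replicates: singlicate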
GPR7 antag = blocks human GPR7 receptor signaling; P48145; GPR7-expressing cells, fluorescence antagonist assay; inhibition, % at 4.4 µM; actives 1.1% (n = 290,000); AID 1861; in the data active = inhibition above about 16%, passing the limit was not always enough;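 also: cells stimulated with the agonist NPW; 0% = agonist with vehicle and 100% = vehicle without agonist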
Target sequence (P48145 whole entry, looked up): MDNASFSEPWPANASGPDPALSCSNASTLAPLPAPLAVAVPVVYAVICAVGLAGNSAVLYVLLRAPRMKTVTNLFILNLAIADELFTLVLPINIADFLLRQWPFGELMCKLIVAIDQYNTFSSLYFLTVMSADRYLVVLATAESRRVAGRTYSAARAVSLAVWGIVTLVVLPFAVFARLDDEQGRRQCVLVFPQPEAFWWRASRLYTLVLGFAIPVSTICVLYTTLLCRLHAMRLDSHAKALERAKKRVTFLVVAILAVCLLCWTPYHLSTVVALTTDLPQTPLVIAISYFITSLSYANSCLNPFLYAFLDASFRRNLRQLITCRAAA
* hit, by the source's call; . = not tested or not shown.

SMILES | CHO-K1 Ca PAM | TAAR1 antagonist | V1R ag counter | CHO parental Ca | CHO-K1 Ca antag | OXTR agonist | CHO-K1 Ca ag | OXTR potentiate | GPR7 antag
O=C(CCCCN1CCCCC1)c1ccccc1 | 5 | -43 | 1.8 | -23 | -2 | -0.6 | 3.4 | -4 | .
COc1ccc(OC)c(C2/C(=C(\O)c3ccc4c(c3)OCCO4)C(=O)C(=O)N2CC2CCCO2)c1 (stereo not drawn) | 12 | 0 | 1.4 | -10 | 2 | -0.1 | 0.5 | 2 | 9
Cn1c(=O)c(C(=O)Nc2ncccn2)c(O)c2ccccc21 | 15 | 5 | -0.1 | -2 | 2 | -0.8 | 5.7 | -9 | -7
O=C(O)c1cccc(CSc2ncn[nH]2)c1 | 15 | -16 | 0.3 | -3 | -10 | 0.3 | 0.5 | -2 | -2
COc1cc(NC(=S)N2CCN(C)CC2)cc(OC)c1 | 17 | -7 | -1.0 | -11 | -1 | 0.1 | 0.8 | -13 | 4
COc1cc(/C=C/C(=O)OCC(=O)Nc2ccc(S(N)(=O)=O)cc2)ccc1O | 7 | -14 | -0.1 | 15 | -5 | 0.1 | 0.3 | -1 | -6
CC[C@@]12C(=O)N(c3cccc(F)c3)C(=O)N1[C@H](c1ccc(Br)cc1)[C@@H]1C(=O)N(C(C)(C)C)C(=O)[C@@H]12 | 13 | -6 | -0.1 | -9 | -28 | -0.9 | 0.4 | -2 | .
O=C(N=C1SC2CS(=O)(=O)CC2N1c1ccc(Cl)cc1Cl)C1CC1 (stereo not drawn) | -3 | -6 | -0.1 | -10 | -4 | 1.5 | 1.2 | 1 | -11
CSCCOC(=O)C1=C(C)Nc2ccc(C)cc2S1 | -6 | -7 | -0.3 | -6 | -2 | -1.1 | 0.0 | -2 | -3
O=C(Cn1ncc(Cl)c(Cl)c1=O)N1CCN(Cc2ccccc2)CC1 | 19 | -12 | . | . | -21 | . | -0.6 | . | -5
O=C(O)C1CCCN1c1nc(Cl)ccc1[N+](=O)[O-] (stereo not drawn) | -9 | -12 | . | . | -1 | . | 0.0 | . | .
COc1ccc2oc(=O)c(/C(C)=N/NC(=O)c3ccncc3)cc2c1 | 19 | -9 | -0.1 | -5 | -7 | -1.1 | 0.6 | 4 | 4
CC1NC(=O)COC1c1ccccc1 (stereo not drawn) | -10 | -6 | . | . | 14 | . | 0.0 | . | .
COc1ccc(CN2C(=O)c3ccccc3C2C(=O)NC2CCCC(C)C2C)c(OC)c1 (stereo not drawn) | 17 | -24 | . | . | -9 | . | 0.1 | . | 22
COc1ccc(S(=O)(=O)N2CCN(c3ccccc3)CC2)cc1OC | -8 | -22 | . | . | -9 | . | 1.1 | . | .
Clc1ccc(Cn2ncc3c(NCCN4CCOCC4)ncnc32)cc1 | 16 | -14 | -0.1 | -12 | -9 | 0.5 | 0.8 | -20 | -2
Cc1ccc(C(=O)NNC(=O)c2cccc(Br)c2)cc1 | -8 | 3 | -0.1 | -5 | 0 | -1.1 | 0.1 | -2 | -7
Cc1ccc(-c2nnn(CC(=O)N3CCCc4ccccc43)n2)cc1 | 20 | -4 | 0.0 | -17 | -7 | -1.6 | 0.6 | -7 | -2
Cc1c(CCC(C)C)c(-n2ccnc2C)n2c(nc3ccccc32)c1C#N | -1 | 14 | -1.5 | -15 | 8 | -1.7 | 0.1 | 6 | -8
Cc1cccc2nc(-c3ccco3)c(Nc3ccc4c(c3)OCO4)n12 | 17 | -31 | -1.1 | -30 | -18 | -2.5 | 1.4 | 0 | -2
CC(=O)c1c(C)[nH]c(C(=O)Nc2cccc(S(=O)(=O)N3CCCC3)c2)c1C | 10 | -23 | 3.6 | -18 | -16 | 1.6 | 2.7 | -8 | .
O=C1CC(N2CCN(c3ccc(S(=O)(=O)N4CCOCC4)cc3)CC2)C(=O)N1Cc1ccccc1 (stereo not drawn) | 13 | -2 | 7.3 | -14 | -14 | 6.7 | 3.9 | -8 | -13
COC(=O)C1C(=O)C2=C(CC1C)Nc1ccccc1NC2c1ccc(C)s1 (stereo not drawn) | 2 | -12 | 0.1 | -8 | -8 | 1.1 | 0.4 | -4 | -6
CCCCC(CC)C(=O)Nc1cc(C(=O)NCCC)ccc1N1CCC2(CC1)CC(c1ccccc1)=NO2 (stereo not drawn) | -4 | -28 | 1.6 | -24 | -4 | -1.0 | -0.4 | -13 | -4
CCc1ccc(NC(=O)CN(C)S(=O)(=O)c2ccc3[nH]c(=O)oc3c2)cc1 | 8 | . | -0.1 | -8 | -2 | -1.3 | 8.1 | -1 | -6
Cc1nnsc1-c1c(C(=O)O)c(C)nn1-c1ccc(OC(F)(F)F)cc1 | 10 | -1 | 0.3 | -8 | 2 | 0.9 | 0.9 | -2 | -17
COc1cccc(NC(=O)Nc2ccc(C(C)(C)C)cc2)c1 | -15 | 87* | . | . | 46* | . | 19* | . | -17
Cc1[nH]c(C)c(S(=O)(=O)N2CCN(c3cccc(C(F)(F)F)c3)CC2)c1C(=O)N1CCCCC1 | -4 | -13 | 1.6 | -16 | 12 | 1.6 | 0.8 | -9 | -11
CC(C(=O)Nc1ccccn1)N1C(=O)C2C3C=CC(C3)C2C1=O (stereo not drawn) | 14 | 4 | 0.5 | -6 | -9 | -0.7 | 0.8 | -6 | 18
CC(CCc1ccccc1)NC(=O)CCc1cn(C)c2ccccc12 (stereo not drawn) | 0 | 4 | -1.6 | -7 | -14 | -1.6 | -1.0 | -11 | 2
CCNC(=O)C1(C)CCCN(Cc2csc(-c3ccccc3)n2)C1 (stereo not drawn) | 12 | 9 | . | . | -7 | . | -0.2 | . | .
COc1ccccc1C(=O)OCc1c(F)cccc1Cl | 11 | -25 | -0.6 | -6 | 0 | -1.1 | -0.1 | 2 | -10
Cc1ccc[n+](C(C(=S)NCc2ccco2)=C([O-])c2ccccc2Cl)c1 | 2 | 12 | . | . | -3 | . | -0.4 | . | .
CCOC(=O)N1CCC(NC(=S)Nc2ccc3nc(N4CCN(CC)CC4)cc(C)c3c2)CC1 | 21 | -13 | -0.1 | -16 | -12 | -0.6 | -0.7 | 6 | -16
COc1ccc(C(OCC2CO2)c2ccc(OC)cc2)cc1 (stereo not drawn) | . | . | 0.1 | 4 | . | 0.3 | . | -1 | -1
CC(C)CN(CC(C)C)C(=O)CS(=O)(=O)Cc1ccccc1 | 14 | -16 | -0.2 | -17 | -8 | -1.7 | 4.6 | -6 | -7
Cc1ccc(S(=O)(=O)NCCC(=O)NCCCSc2ccccc2)cc1 | -6 | 11 | 3.3 | -25 | -14 | 0.1 | 0.7 | -6 | .
COC(=O)CSc1nnc(CNC(=O)c2cccc(C)c2)n1-c1ccccc1OC | 4 | 5 | -0.5 | -6 | -10 | 0.4 | 0.8 | 3 | -8
COc1ccc(NC(=O)CSc2nncn2N)c(OC)c1 | 5 | 14 | 0.2 | -3 | -2 | 0.2 | 0.1 | -7 | 7
CCN(C(=O)CSc1nnc(-c2ccco2)n1C)c1c(N)n(Cc2ccccc2)c(=O)[nH]c1=O | 7 | 4 | 0.4 | -15 | -13 | 0.2 | 0.7 | 2 | .
Cc1nn(CCC(=O)O)c(C)c1C | 1 | -8 | -0.9 | 6 | -14 | -0.4 | 0.2 | -6 | -1
COc1ccc(NC(=O)C(=S)N2CCCC2)cc1 | 2 | -25 | 0.3 | -17 | -3 | -0.8 | -0.2 | -11 | -6
C/C(=N\NC(=S)Nc1ccc(F)cc1)c1ccc2c(c1)OCCO2 | 25 | -16 | 2.1 | -1 | -18 | 1.2 | 0.2 | -4 | 3
CN1C(=O)CSc2ccc(NC(=O)N3CCN(c4ccccn4)CC3)cc21 | 11 | 7 | 0.3 | -16 | -8 | 0.2 | 3.0 | -7 | -5
CCOC(=O)c1sc(NC(=O)Nc2ccc(Cl)cc2)nc1C | 11 | 28 | 11 | 43* | 19 | 12 | 5.8 | -22 | 5

Brought forward from above: two entries, then new ones.
SMILES | CHO-K1 Ca PAM | TAAR1 antagonist | V1R ag counter | CHO parental Ca | CHO-K1 Ca antag | OXTR agonist | CHO-K1 Ca ag | OXTR potentiate | GPR7 antag
CN1C(=O)CSc2ccc(NC(=O)N3CCN(c4ccccn4)CC3)cc21 | 11 | 7 | 0.3 | -16 | -8 | 0.2 | 3.0 | -7 | -5
CCOC(=O)c1sc(NC(=O)Nc2ccc(Cl)cc2)nc1C | 11 | 28 | 11 | 43* | 19 | 12 | 5.8 | -22 | 5
COc1cccc(CN2CCN(Cc3ccco3)CC2)c1 | -7 | -12 | 0.4 | -3 | -4 | -0.1 | 0.2 | -8 | -1
COc1ccc(-c2cc(C(=O)NCc3ccco3)c3ccccc3n2)c(OC)c1 | 5 | 17 | 0.5 | -15 | 1 | 0.1 | 3.6 | -9 | 8
COc1cccc(C(=O)Nc2cccc(S(=O)(=O)NC3=NCCC3)c2)c1 | 5 | -9 | 0.9 | -14 | 2 | 0.6 | 0.3 | -4 | .
Cc1c(C(=O)Nc2ccccc2C(=O)N2CCCC2)cccc1[N+](=O)[O-] | 5 | -6 | 0.2 | 2 | -1 | 0.4 | 0.6 | -5 | 1
Cc1ccc(C(C(=O)NC2CCCCC2)N(C(=O)c2csnn2)C2CC2)cc1 (stereo not drawn) | 12 | 1 | -1.2 | -17 | -7 | -1.0 | 0.9 | -1 | -6
O=C(NCCN1CCCC1)c1ccc(CS(=O)(=O)c2c(Cl)cccc2Cl)o1 | -2 | -2 | 0.9 | -14 | -1 | 0.4 | 0.0 | -4 | -9
COC(=O)c1ccc(CN(c2ccccn2)S(=O)(=O)c2ccccc2)cc1 | 17 | -7 | 3.0 | -8 | -10 | 1.6 | 1.6 | -3 | -14
COc1cc(OC)cc(C(=O)Nc2ccccc2C(=O)N2CCCC2)c1 | 15 | -11 | -0.7 | -15 | -11 | -1.3 | 0.4 | -2 | -5
CC(C)CNS(=O)(=O)c1ccc(CCC(=O)NC2CCCCC2)cc1 | 2 | -4 | 0.9 | -24 | 0 | -0.6 | 0.6 | -1 | .
O=C(CCSc1ccccn1)c1ccccc1 | -6 | -8 | 0.1 | -10 | 5 | -0.1 | -0.1 | -7 | 0
Cn1c(-c2ccccc2)cnc1SCC(=O)N1CCCc2ccccc21 | 20 | 7 | 0.9 | -10 | -16 | -0.9 | 3.1 | -9 | -1
S=C(Nc1ccccn1)NC1CCCCC1 | -9 | -42 | -1.2 | -22 | -1 | -1.6 | -0.3 | 1 | 4
CCO[C@H]1OC(C(=O)N2CCN(Cc3ccccc3)CC2)=C[C@@H](c2ccccc2)[C@@H]1CCCO | 2 | 16 | 1.3 | -14 | -10 | 1.7 | 1.2 | -8 | -13

Assay outcomes: PubChem, The Scripps Research Institute Molecular Screening Center
